HEK293 NOD2/NF-kB: inhibition of NOD2-driven NF-kB reporter – cell-based, luminescence, uHTS, HEK293 (AID 1566); 290,000 compounds, 0.63% hits; HEK293 NOD2/NF-kB luciferase reporter, luminescence; higher % means a stronger effect; inhibition, % at 4 µM, or EC50 in µM where a hit was titrated; in the data active = inhibition above about 50%; note: many of its hits are not listed in these tables
b-catenin transl: alters nuclear translocation of beta-catenin in HeLa cells. nuclear translocation activity, % at 5 µM. immunofluorescence imaging. 190,000 compounds, 0.3% hits;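 active = nuclear translocation activity above 50% at 5 µM, with a well cell count of 50 or more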;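 note: per-cell ratio of nuclear to cytoplasmic median beta-catenin stain intensity; plate controls were DMSO negative control for no effect and GSK-3 inhibitor IX positive control for full effect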
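Assay system: human HeLa cells, native beta-catenin; doses: 5 µM primary, 0.02–20 µM confirmation; incubation: compound treatment 24 h, 37°C, 5% CO2; technique: fluorescence imaging of beta-catenin antibody stain plus DAPI; measure: % activation, nuclear-to-cytoplasmic median beta-catenin signal ratio per cell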
Ins promoter up: MIN6 insulin promoter up-regulation | MIN6 insulin promoter-GFP reporter, high-content imaging; hits give high values | 190,000 compounds, 0.3% hits | z-score at 5 µM;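 active = z-score above 3 at 5 µM with at least 500 cells counted in the well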
Yfh1-depleted yeast: mitochondrial function rescue without frataxin homolog – Friedreich's ataxia, plus single-dose screen, dose response (AID 1465); 220,000 compounds, 0.074% hits; one-dose fold induction at 50 µM; EC50 in µM for titrated hits; S. cerevisiae Yfh1-off respiration, WST-1 reduction, 72 h; higher fold induction means a stronger effect;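 active = fold induction of absorbance versus untreated yeast above a set limit, then at least 30% activation at any dose in follow-up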;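 note: activators that raise dye reduction in frataxin-depleted yeast; strong numbers were not always called active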
Autophagy mod: modulators of autophagy. 190,000 compounds, 0.98% hits. calls only at 10 µM (by protocol). AID 463193. MEF GFP-LC3 puncta imaging; test concentration mostly 10 µM;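 active = percentage of spot-positive cells more than 3 SD above its plate mean, without a fluorescence outlier flag or 80% toxicity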;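 note: spot-positive cell cutoff set from DMSO-treated cells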
Dynein transport: dynein cargo transport inhibition; 3617.4 mouse cells, GR-EGFP nuclear translocation imaging; test concentration mostly 20 µM; stimulated with dexamethasone, 1 µM; hits give low values; z-score, hits read low; 220,000 compounds, 0.47% hits; AID 1381;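 active = plate z-score of nuclear minus cytoplasmic receptor signal below a set negative limit, without overly bright fluorescence or cell loss, cut at about -3.5 in these data, passing the limit was not always enough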;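 note: z-score of nuclear minus cytoplasmic ring GR-EGFP intensity difference per well; some compounds called inactive have numbers as strong as hits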
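Buffer or medium: tet-free medium with charcoal-stripped serum / Also added: dexamethasone agonist, 1.0 µM final, for 30 min / Timing: induction 48 h, compound 1 h, agonist 30 min / Measured by: high-content fluorescence imaging after fixation / Read-out: nuclear-to-cytoplasmic GR-EGFP distribution per well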
WT yeast gro inh: growth inhibition of WT yeast, mitochondrial fusion screen; mitochondrial fusion phenotypic screen, WT strain; inhibition, % at 10 µM; 190,000 compounds, 2.1% hits; AID 1362; in the data active = inhibition above about 58%; tested in S. cerevisiae
Lipid droplet: hepatic lipid droplet formation modulation; 240,000 compounds, 0.4% hits; AML12 mouse hepatocytes, oleate lipid droplets, BODIPY imaging; inhibition, % at 6.5 µM;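 active = lipid droplet intensity inhibited by at least 50%, with more than 500 cells counted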
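Test system: AML12 hepatocytes (mouse); reagent: oleate loading, 100 µM; dosing: one dose, 6.5 µM compound; incubation: overnight exposure; signal: fluorescence imaging, 20x objective, two fields per well; read-out basis: % inhibition of corrected integrated BODIPY droplet signal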
MT stabilizer: microtubule stabilization, imaging screen | 200,000 compounds, 0.83% hits | HeLa tubulin immunostaining HCS, 24 h; share of cells brighter than vehicle mean+2SD | % tubulin-high responders, % at 10 µM;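 active = plate Z-score above 3 for both tubulin-high and condensed-nucleus cell shares, with cell loss under 80%, at 10 µM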;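 note: anti alpha tubulin signal scored within the nucleus-defined area of each cell; some results filed as inactive read as strong as hits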
WT yeast gro inh mutant strain: recorded beside WT yeast gro inh, whose call it bears; inhibition, %; mitochondrial fusion phenotypic screen, mutant strain inhibition
Dynein transport cytoplasmic EGFP: second read-out of Dynein transport, no call of its own (marks repeat the call); z-score; measured here: cytoplasmic GR-EGFP intensity; hits give high values
Dynein transport nuclear GR-EGFP: second read-out of Dynein transport, no call of its own (marks repeat the call); z-score; measured here: nuclear GR-EGFP intensity;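 lower value marks the stronger effect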
Dynein transport cell count: further read-out of Dynein transport, marked with its call; z-score; measured here: cell count per field
Ins promoter up cell count: further read-out of Ins promoter up, marked with its call; cell count; measured here: cytotoxicity, nuclei count;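 total cells summed across four imaged fields per well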
Lipid droplet cells 6.5 µM: recorded beside Lipid droplet, whose call it bears; cell count; measured here: cell count, cytotoxicity flag;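 cells counted across two imaged fields per well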
b-catenin transl cell count 5 µM: recorded beside b-catenin transl, whose call it bears; cell count; measured here: cell count, cytotoxicity flag
MT stabilizer Hoechst-high %: recorded beside MT stabilizer, whose call it bears; % Hoechst-high responders; measured here: nuclear condensation Hoechst responders;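 share of cells brighter than vehicle mean plus two SD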
MT stabilizer cytotoxicity %: also measured in MT stabilizer; calls as there; toxicity, %; measured here: cytotoxicity by cell density;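 0% = mean cell density of plate MIN control wells and 100% = no cells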
Autophagy mod cell loss 18 h: recorded beside Autophagy mod, whose call it bears; toxicity, %; measured here: cell loss, nuclei count;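 cell loss after 18 h compound exposure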
Active calls of the source: *; i = inactive; · = no result given. These rows are one share of the data; count on the stated rates, not on these rows.

SMILES	HEK293 NOD2/NF-kB	b-catenin transl	b-catenin transl cell count 5 µM	Ins promoter up	Ins promoter up cell count	Yfh1-depleted yeast	Autophagy mod	Autophagy mod cell loss 18 h	Dynein transport	Dynein transport cytoplasmic EGFP	Dynein transport nuclear GR-EGFP	Dynein transport cell count	WT yeast gro inh	WT yeast gro inh mutant strain	Lipid droplet	Lipid droplet cells 6.5 µM	MT stabilizer	MT stabilizer Hoechst-high %	MT stabilizer cytotoxicity %
CCN(CC)CCN(C)C(=O)c1ccc(OC2CCN(C(=O)C3CC3)CC2)cc1	25.2%	-0.9	1580	-0.26	1092	i	i	10.5	-0.557	-0.193	-0.354	-0.152	-11.4	-4.6	-8.0	704	1.7	2.3	3.9
COc1ccc(-c2c3c(=O)n(C)c(=O)n(C)c3cn2-c2ccc(O)cc2)cc1	-30.6%	1.0	1328	0.09	1054	i	·	·	-0.115	-0.115	-0.0791	0.282	·	·	-7.5	634	·	·	·
Cc1ccc(OCc2n[nH]c(=S)n2C2CCCCC2)cc1	3.8%	-2.3	1207	0.34	769	i	i	-6.7	-0.839	-0.251	-0.241	0.242	66.1*	39.2*	6.4	758	1.7	1.6	6.3
CCCCNC(=S)N1CCN(c2nc3ccccc3s2)CC1	2.9%	-0.2	1090	1.09	1400	i	i	3.9	-0.392	-0.316	-0.0705	1.33	2.3	10.8	-2.6	728	1.6	1.7	4.8
c1ccc2c(C3=NNC(=NC4CC4)SC3)c[nH]c2c1	-26.5%	·	·	1.15	1285	i	i	-0.9	-0.386	-0.167	-0.516	0.0792	-2.7	8.7	6.8	639	1.8	3.1	4.6
CCN(CC)CCCNC(=O)CCC(=O)NNc1nc2ccccc2c2nc(C)nn12	15.2%	2.0	1051	-0.2	1111	i	i	5.0	-0.436	-0.261	-0.0947	0.272	-9.0	-6.6	-5.3	702	2.8	1.8	2.8
O=S1(=O)N=C(N(CCO)/N=C/c2ccncc2)c2ccccc21	9.8%	-1.4	1091	·	·	i	i	3.4	0.363	-0.0892	0.271	-0.653	-0.4	-7.6	2.8	729	1.2	2.1	6.8
O=C(N/N=C/C(Br)=C/c1ccccc1)C1CC1	-22.2%	0.0	1054	-0.82	1195	i	i	3.8	-0.32	-0.25	0.0735	0.525	16.3	10.2	9.3	691	7.8	0.7	11.2
COc1ccc(CCNC(=S)NCc2ccc(Cl)c(Cl)c2)cc1OC	32.9%	-1.9	1081	-0.46	1372	i	i	12.9	-1.01	-0.329	0.247	-0.138	57.1	20.4	1.7	768	7.4	2.8	7.5
O=C(O)c1ccc(CSc2nnnn2C2CCCCC2)cc1	-4.4%	-1.2	1036	·	·	i	i	-4.6	0.384	-0.24	0.4	-0.608	14.1	10.4	15.7	656	3.9	2.7	6.6
CSCC(O)Cn1[nH]c(=O)c2cc(Cl)c(Cl)cc2c1=O (stereo not drawn)	11.3%	-1.7	1118	0.44	1451	i	·	·	0.357	-0.23	0.0512	-0.589	·	·	-14.5	609	·	·	·
Cc1ccc(C)c(NC(=O)CSc2ncnc3nc[nH]c23)c1	-0.4%	-2.4	1098	-0.05	1918	i	i	-16.6	-0.939	-0.0431	-0.0306	-0.086	16.1	-50.4	-0.5	703	2.7	2.2	11.0
N#CCC(=O)Nc1ccc(C(=O)NCc2ccccn2)cc1	7.1%	0.5	1115	-0.09	1141	i	i	-5.1	0.758	-0.0721	0.634	-1.68	-8.1	-0.8	-9.6	695	1.7	1.8	9.3
CCCCSc1nnc2n(CCc3ccccc3)c(=O)c3c4c(sc3n12)COC(C)(C)C4	2.4%	-1.6	1023	·	·	i	i	3.4	3.29	-0.22	1.66	-1.63	36.5	16.5	-14.9	720	5.4	1.7	4.0
NC(=O)CC(NC(=O)Cc1ccc(Br)cc1)c1ccc(NCc2ccc(F)cc2)c([N+](=O)[O-])c1 (stereo not drawn)	-45.2%	-1.1	1308	0.78	816	i	·	·	-0.0626	0.0894	0.158	-0.132	·	·	2.9	704	·	·	·
O=c1[nH]c2ccc(Cl)cc2c(O)c1Cc1ccccc1	-38.4%	0.6	1024	0.25	1403	i	i	-5.4	0.465	-0.37	-0.365	-0.326	-8.0	-2.0	-1.6	759	2.3	2.1	4.6
CN(C)c1nc(NCc2ccccc2)nc(N/N=C/c2ccccc2F)n1	4.9%	1.5	1521	-0.01	1095	i	i	-10.5	-1.32	-0.169	-0.717	0.104	25.4	-3.6	-40.3	628	1.7	1.3	2.9
CC(C)C(=O)Nc1ccc(C(=O)NNC(=O)c2ccco2)cc1	-14.3%	·	·	·	·	i	i	-33.7	-0.0566	0.451	0.415	-0.0235	-13.4	-22.5	·	·	1.9	2.7	6.0
O=C(c1ccccc1)N1N=C(c2ccccc2)CC1c1ccccc1O (stereo not drawn)	-11.2%	-3.0	1105	-0.55	1576	i	i	-0.3	0.0351	-0.201	0.018	0.0251	67.2*	49.0*	-12.7	687	2.3	1.8	5.5
C=CCCCCCCCC(=O)OC	-8.6%	-0.1	1041	0.21	1453	i	i	2.2	1.89	-0.171	1.31	-1.4	-2.2	3.0	28.5	741	1.3	0.9	7.0
Cc1cc(C)cc(-c2nnc(SCc3ccc(C(=O)O)cc3)o2)c1	15.5%	0.1	1613	-0.66	1554	i	i	-3.4	2.19	0.151	2.05	-2.55	-1.3	-13.1	3.4	745	4.3	2.1	1.7
COc1ccc(N2CCN(C(CNC(=O)C(=O)NCc3cccs3)c3ccco3)CC2)cc1 (stereo not drawn)	-9.0%	-2.7	1056	0.39	1425	i	i	4.1	0.188	-0.359	-0.082	0.228	-3.1	-4.1	-26.1	679	1.7	2.6	9.7
COc1ccc(CCn2c(C)ccc2C)cc1OC	11.3%	-2.6	1173	0.09	1171	i	i	-1.2	-0.384	-0.14	-0.229	0.554	-20.1	-5.0	18.3	709	1.5	1.4	7.8
CC(=O)N1CCc2cc(S(=O)(=O)NCCC(=O)NCCc3ccccc3)ccc21	-9.5%	·	·	0.9	1179	i	i	-5.7	0.545	-0.23	0.37	0.733	3.0	-3.4	-5.0	771	4.5	2.0	4.3
CN(C)/N=C/c1ccc(N2CCOCC2)cc1	-35.6%	1.0	1160	-0.59	1162	i	i	21.9	0.608	-0.347	0.572	1.05	-3.7	-2.0	5.0	704	6.0	1.5	8.4
O=C(N/N=C/c1cccs1)C1COc2ccccc2O1 (stereo not drawn)	2.0%	10.9	1070	-0.31	758	i	i	12.3	-0.694	-0.194	-0.538	0.159	5.6	19.4	-2.4	773	39.8*	22.3*	52.4*
CCC(C)OC(=O)C1=C(C)O[C@]23OC(N)=C(C#N)[C@]12C(=O)c1ccccc13 (stereo partly drawn)	8.9%	-0.2	1125	0.3	1000	i	i	-8.8	-0.73	-0.231	-1.01	0.302	2.6	-1.9	-14.0	763	3.4	2.2	6.6
COc1ccc(OC)c(-n2c(SCC(=O)N3CCc4ccccc43)nc3c(c2=O)SCC3)c1	14.1%	-4.1	1231	-0.05	1143	i	i	10.7	-0.0367	-0.222	0.0837	0.628	-7.5	-9.8	-1.1	710	4.0	2.7	13.0
CN1C(=O)CC(c2cn(Cc3ccccc3)c3ccccc23)C1=O (stereo not drawn)	6.9%	-1.6	1349	1.73	1020	i	·	·	0.929	-0.0352	1.08	-1.13	·	·	-3.0	711	·	·	·
O=C(NC1CC1)C1=C[C@@H](c2csc3ccccc23)C[C@@H](OCCCCO)O1	21.4%	-0.2	1359	-0.44	999	i	·	·	-0.299	-0.706	0.0213	-0.781	·	·	21.7	733	·	·	·
CC(=O)OC(C(=O)NC1CCCCC1)c1ccc(Cl)c(Cl)c1 (stereo not drawn)	2.8%	-1.8	1080	0.12	1456	i	i	-10.3	0.474	-0.355	0.636	-0.0232	2.4	-9.1	-0.3	733	4.8	1.5	10.4
Cc1ccc(/C=N/NC(=O)c2ccc(C(=O)N/N=C/c3ccc(C)s3)o2)s1	-14.1%	·	·	·	·	i	i	-7.5	-0.532	-0.131	-0.587	0.912	20.5	4.8	·	·	1.9	1.6	4.9
CN(C(=O)CSc1nncc2ccccc12)C1CCCCC1	-16.6%	-1.4	1107	-0.3	1167	i	i	4.8	-0.73	-0.187	-0.215	-0.308	0.0	-2.9	-5.9	660	2.7	2.1	2.8
CC1CCC(C(=O)NC(C(=O)NCc2ccccn2)C(C)C)CC1 (stereo not drawn)	-2.0%	·	·	-0.57	1001	i	i	-3.8	-1.09	0.156	-0.328	0.674	-9.9	13.3	4.1	763	2.6	1.6	6.0

3 entries out of the list, arranged by number of heavy atoms, smallest number first.
SMILES	HEK293 NOD2/NF-kB	b-catenin transl	b-catenin transl cell count 5 µM	Ins promoter up	Ins promoter up cell count	Yfh1-depleted yeast	Autophagy mod	Autophagy mod cell loss 18 h	Dynein transport	Dynein transport cytoplasmic EGFP	Dynein transport nuclear GR-EGFP	Dynein transport cell count	WT yeast gro inh	WT yeast gro inh mutant strain	Lipid droplet	Lipid droplet cells 6.5 µM	MT stabilizer	MT stabilizer Hoechst-high %	MT stabilizer cytotoxicity %
COc1ccc(CCn2c(C)ccc2C)cc1OC	11.3%	-2.6	1173	0.09	1171	i	i	-1.2	-0.384	-0.14	-0.229	0.554	-20.1	-5.0	18.3	709	1.5	1.4	7.8
O=C(N/N=C/c1cccs1)C1COc2ccccc2O1 (stereo not drawn)	2.0%	10.9	1070	-0.31	758	i	i	12.3	-0.694	-0.194	-0.538	0.159	5.6	19.4	-2.4	773	39.8*	22.3*	52.4*
Cc1cc(C)cc(-c2nnc(SCc3ccc(C(=O)O)cc3)o2)c1	15.5%	0.1	1613	-0.66	1554	i	i	-3.4	2.19	0.151	2.05	-2.55	-1.3	-13.1	3.4	745	4.3	2.1	1.7

Screening results: PubChem, several laboratories
